CHRM4 antagonist: blocks acetylcholine activation of human M4 receptor; CHO-hM4 cells, ACh EC80, Fluo-8 calcium fluorescence; inhibition, % at 3 µM; actives 0.73% (n = 360,000);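 active = inhibition above its plate's cutoff, the mean inhibition of sample wells plus 3 SD, cut at about 27% in these data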;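 note: 0% = acetylcholine EC80 with DMSO and 100% = DMSO without agonist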
CHRM4 PAM: CHRM4 positive allosteric modulation | P08173 | CHO-K1 hM4/Gqi5, Fluo-8 calcium fluorescence, ACh EC20; 0% = ACh EC20, 100% = maximal ACh | activation, % at 3 µM | actives 0.4% (n = 360,000);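 active = activation above its plate's cutoff, the mean activation of sample wells plus 3 SD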; note: some results filed as inactive read as strong as hits
M5 ag: agonists of human muscarinic M5 receptor (CHRM5); P08912; CHO-K1 hM5 cells, Fluo-8 calcium fluorescence; 0% DMSO wells, 100% maximal acetylcholine response; activation, % at 3 µM; actives 0.19% (n = 360,000); AID 624037;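 active = activation above the run's mean over test compounds plus 3 SD, cut at about 23% in these data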;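 note: signal is peak over basal fluorescence ratio across the kinetic read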
M4 ag: CHRM4 agonism in calcium assay; actives 0.14% (n = 360,000); P08173; CHO-K1 hM4/Gqi5, Fluo-8 calcium fluorescence; vehicle 0%, full acetylcholine response 100%; activation, % at 3 µM;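 active = activation above the run mean over all test wells plus 3 SD, cut at about 32% in these data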;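 note: peak over basal fluorescence ratio per well then scaled between controls; 0% = DMSO wells and 100% = acetylcholine at EC100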
IDE cell inh: cellular human IDE inhibition; HEK cells, FAbetaB cleavage, fluorescence polarization; inhibition, % at 5.59 µM; actives 0.41% (n = 320,000);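 active = percent inhibition above the average of all tested compounds plus 3 SD, set per screening campaign, cut at about 16% in these data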;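 note: IDE supplied by intact live HEK cells; FP after avidin binding of uncleaved biotin substrate so inhibition keeps polarization high; 0% = DMSO wells and 100% = 60 µM reference IDE inhibitor Ii1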
Target sequence (P14735 whole entry, looked up): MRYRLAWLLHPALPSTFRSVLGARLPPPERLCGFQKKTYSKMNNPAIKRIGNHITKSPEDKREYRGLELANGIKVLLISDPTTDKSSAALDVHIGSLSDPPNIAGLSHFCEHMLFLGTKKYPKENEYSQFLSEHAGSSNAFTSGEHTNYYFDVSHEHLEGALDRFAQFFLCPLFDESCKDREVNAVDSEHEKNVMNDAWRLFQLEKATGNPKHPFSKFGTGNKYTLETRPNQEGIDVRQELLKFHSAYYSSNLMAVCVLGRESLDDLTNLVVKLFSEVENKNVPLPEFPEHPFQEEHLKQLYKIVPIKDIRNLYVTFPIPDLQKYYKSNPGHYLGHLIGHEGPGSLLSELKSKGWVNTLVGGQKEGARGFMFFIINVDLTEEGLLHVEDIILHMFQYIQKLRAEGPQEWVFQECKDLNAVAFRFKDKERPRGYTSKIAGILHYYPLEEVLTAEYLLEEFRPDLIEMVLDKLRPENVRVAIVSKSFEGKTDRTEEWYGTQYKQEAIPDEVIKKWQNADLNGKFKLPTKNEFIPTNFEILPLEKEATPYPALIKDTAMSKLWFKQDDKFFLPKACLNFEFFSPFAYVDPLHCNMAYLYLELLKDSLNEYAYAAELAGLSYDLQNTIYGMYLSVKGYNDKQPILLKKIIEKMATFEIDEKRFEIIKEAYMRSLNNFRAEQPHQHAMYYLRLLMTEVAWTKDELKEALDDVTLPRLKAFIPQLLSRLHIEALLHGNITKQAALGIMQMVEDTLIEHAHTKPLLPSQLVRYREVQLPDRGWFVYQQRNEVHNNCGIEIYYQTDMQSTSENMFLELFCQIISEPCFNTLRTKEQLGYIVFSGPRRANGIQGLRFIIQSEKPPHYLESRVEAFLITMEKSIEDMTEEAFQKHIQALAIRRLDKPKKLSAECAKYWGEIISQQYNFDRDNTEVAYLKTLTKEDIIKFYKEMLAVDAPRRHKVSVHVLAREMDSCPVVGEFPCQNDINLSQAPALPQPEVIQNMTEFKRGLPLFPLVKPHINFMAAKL
M5 antag: CHRM5 antagonism in calcium assay; P08912; CHO-hM5 cells, Fluo-8 calcium fluorescence, ACh EC80; inhibition, % at 3 µM; actives 0.59% (n = 360,000);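 active = inhibition above a per-plate cutoff, the mean of that plate's test compounds plus 3 SD, cut at about 27% in these data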;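 note: 0% = acetylcholine EC80 with DMSO and 100% = DMSO without agonist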
CHRM5 PAM: positive allosteric modulators of human muscarinic M5 receptor. P08912. CHO-K1 hM5, Fluo-8 calcium, ACh EC20 PAM; 0% = ACh EC20, 100% = ACh EC100. actives 0.3% (n = 360,000). activation, % at 3 µM;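 active = activation above the run cutoff, the mean activation of all test compounds plus 3 SD, cut at about 18% in these data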
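System: CHO-K1 hM5 cells. Reagent: acetylcholine, EC20 level. Compound dosing: single dose, 3 µM nominal final test concentration. Timing: Post-acetylcholine fluorescence recording 140 s. Detection: Fluo-8 calcium fluorescence. Read-out: % activation, ACh-normalized. Benchmarks: ACh EC20 and EC100 wells. Repeats: singlicate, one well per test compound.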
CRFR2-BP ag: agonists of human CRF-binding protein/CRF-R2 receptor complex | AID 588473 | activation, % at 13.2 µM | HEK293 CRF-R2/CRF-BP, calcium dye fluorescence (FLIPR); percent of saturating CRF peptide response | actives 0.46% (n = 350,000);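 active = activation of at least 50%, plus an integration ratio under a set limit after plate pattern correction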;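 note: plate controls were neutral control wells without compound for no effect and CRF at EC100 for full effect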
CRFBP-R2 block: blocks CRF-induced signaling of the CRF-BP/CRF-R2 complex. HEK293 CRF-R2/CRF-BP, CRF-induced calcium fluorescence. inhibition, % at 11.8 µM. actives 0.59% (n = 350,000). AID 588475;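 active = inhibition of the ligand-induced calcium signal above about 50% at the single tested concentration, limit read from the data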
* = called active by the depositor; · = not tested or not shown.

The line under a structure holds: CHRM4 antagonist	CHRM4 PAM	M5 ag	M4 ag	IDE cell inh	M5 antag	CHRM5 PAM	CRFR2-BP ag	CRFBP-R2 block
CCOCC(=O)Nc1ccc(S(=O)(=O)Nc2nccs2)cc1
  3	4	0	0	-1	5	-1	-1.0	9
CC(=O)N1CCN(C(=O)c2oc3ccccc3c2C)CC1
  2	3	-4	1	-5	10	2	0.7	4
O=C(CCCc1nc2ccccc2s1)N1CCN(S(=O)(=O)c2cccs2)CC1
  -2	-10	1	14	3	5	-8	-0.1	-2
COc1cccc2cc(C(=O)n3ccc(C)n3)c(=O)oc12
  -6	9	-2	1	2	-2	2	1.1	-7
COc1cc(OC)cc(C(=O)NNC(=S)NC(=O)c2cccnc2)c1
  -4	0	-2	-1	3	5	-1	-0.7	-4
CCn1c(SCc2cccc(C)c2)nnc1-c1ccc(C)cc1
  -7	7	-5	0	-1	2	0	-2.0	-4
Clc1ccc(-c2cc3ccccc3nc2N2CCCC2)cc1
  -4	2	-2	-1	1	7	0	2.4	-15
O=C(Nc1ccc(OCc2ccccc2)cc1)c1cccc([N+](=O)[O-])c1
  3	7	-1	2	-2	0	-2	1.1	-5
CN(C(=O)c1ccccc1OC1CCN(S(C)(=O)=O)CC1)C1CCOC1 (configuration not stated)
  -3	10	-1	1	-9	1	10	0.3	12
Cc1ccc(Nc2nc(C)cc(C)n2)c(Br)c1
  11	-4	-2	-2	3	-2	2	0.7	0
O=C(Nc1ccccn1)c1cccc(S(=O)(=O)N2CCOCC2)c1
  -18	9	-3	2	3	-3	8	-0.1	24
CCc1onc(C)c1C(=O)Nc1ccc(N2CCOCC2)cc1
  6	-4	0	1	3	16	-10	0.3	-4
COc1ccc(-c2c(-c3ccc(OC)cc3O)nc(C)nc2C(F)(F)F)cc1
  2	2	-2	0	-3	0	7	0.9	3
Cc1cc(SCc2cccc(Cl)c2)nc(=O)[nH]1
  1	1	-3	0	5	3	2	-0.2	4
O=C(COc1ccccc1O)NC1CCCC1
  10	3	1	1	·	10	1	0.1	27
CCc1ccc(C(=O)NNC(=O)CC2OC(=O)c3ccccc32)cc1 (configuration not stated)
  5	-4	2	0	0	-4	8	2.8	4
CNC(=S)N1N=C2c3ccccc3CCC2C1c1ccccc1Cl (configuration not stated)
  2	-21	0	-1	2	7	-2	-0.4	16
CC(NC(=O)c1ccc(C(C)(C)C)cc1)C(=O)O (configuration not stated)
  3	-3	-2	0	1	7	-5	-3.4	13
O=C(COc1ccc2c(c1)OCO2)Nc1nncs1
  2	0	-1	3	0	-1	2	0.0	-24
N#CC1=C(N)OC2=C(C(=O)CCC2)C1C1CC=CCC1 (configuration not stated)
  -14	1	-6	0	1	-1	-4	-1.3	37

3 entries out of the list above, ordered by the number in CRFR2-BP ag, highest first.
SMILES	CHRM4 antagonist	CHRM4 PAM	M5 ag	M4 ag	IDE cell inh	M5 antag	CRFR2-BP ag	CRFBP-R2 block
COc1cccc2cc(C(=O)n3ccc(C)n3)c(=O)oc12	-6	9	-2	1	2	-2	1.1	-7
CCc1onc(C)c1C(=O)Nc1ccc(N2CCOCC2)cc1	6	-4	0	1	3	16	0.3	-4
O=C(Nc1ccccn1)c1cccc(S(=O)(=O)N2CCOCC2)c1	-18	9	-3	2	3	-3	-0.1	24

(continued)
The line under a structure holds: CHRM4 antagonist	CHRM4 PAM	M5 ag	M4 ag	IDE cell inh	M5 antag	CHRM5 PAM	CRFR2-BP ag	CRFBP-R2 block
Cc1cc(Br)c(OCC(=O)NN)c2c1CCC2
  3	-12	-1	0	0	-2	9	-1.2	-17
CCCCn1c(-c2ccc(Cl)c(Cl)c2)nc2cc3[nH]c(=O)c(C(C)C)nc3cc21
  12	0	0	1	0	6	-2	-0.4	-5
COc1ccc(S(=O)(=O)Nc2nc3ccccc3s2)cc1
  -3	4	-5	0	-5	-2	3	-0.6	13
C/C(=N\Nc1ccc2nncn2n1)c1ccco1
  -10	2	-1	2	0	1	2	-0.1	-4
CCCC(=O)Nc1ccccc1-c1nnn(CC(=O)Nc2ccc(OC)cc2)n1
  -4	0	1	0	-10	4	0	0.7	12
CSc1cccc(NC(=O)C2CCCN(S(=O)(=O)c3cnc[nH]3)C2)c1 (configuration not stated)
  0	-3	0	0	·	-2	-4	0.8	-4
CCc1ccc(N(C(=O)c2csnn2)C(C(=O)NC(C)(C)C)c2cccnc2)cc1 (configuration not stated)
  4	-2	-3	1	5	2	3	-1.0	-2
Cc1cc(C)cc(NC(=S)NCCCO)c1
  -6	5	1	1	7	-10	12	0.8	10
O=C(COC(=O)C1(c2ccc(F)cc2)CCCC1)N1CCc2ccccc21
  -5	12	1	1	4	-6	13	-3.3	-44
CC(C)Cc1ccc(C(=O)Nc2ccc(Cc3ccncc3)cc2)o1
  -13	-7	-15	13	·	-2	-17	1.4	-3
O=C1C=C(OCCF)CC(c2cccc([N+](=O)[O-])c2)O1 (configuration not stated)
  2	2	1	2	·	-11	7	·	·
CCCc1c(C(=O)N/N=C(\C)c2cccnc2)nnn1-c1nonc1N
  -6	3	0	0	·	-1	0	-0.5	8
O=C(NC1C2CC3CC(C2)CC1C3)C1CCCCC1 (configuration not stated)
  0	2	5	2	1	-4	4	-2.8	-2
c1ccc2c(c1)Cn1nc(Cc3nc4c(s3)CCCC4)nc1-2
  -2	0	0	2	5	-3	2	0.2	-5
CCOC(=O)c1ccc(NC(=O)C(=O)NCCc2ccc(OC)cc2)cc1
  -3	1	1	1	4	-9	1	1.7	-9
CCCN1CCN(C(=O)c2noc3c2COc2ccc(C)cc2-3)CC1
  -9	1	7	11	5	7	-6	-4.0	8
N#CCn1c2ccccc2c2nc3ccccc3nc21
  3	3	-3	2	4	9	-1	-1.1	3
COc1ccc(CCNC(=O)C2CCC(=O)N2S(=O)(=O)c2ccc(C)cc2)cc1 (configuration not stated)
  -16	3	1	2	-1	-2	5	-0.7	6
COc1cccc(S(=O)(=O)NCc2ccc3c(c2)OCO3)c1
  -6	2	0	4	1	3	-2	-0.8	1
CCCCCCCCNS(=O)(=O)CCNCCc1ccccc1
  -6	-1	1	0	·	15	-7	-5.4	-18
COc1ccc(/C=C2/SC(=O)N(CCNC(=O)C3CCCN3C(=O)c3cccs3)C2=O)cc1 (configuration not stated)
  -4	-4	-1	5	0	6	-6	1.8	31
COC(=O)C1CC(Cl)CN1c1ncc(C(F)(F)F)cc1Cl (configuration not stated)
  -2	0	0	-1	-4	3	9	-2.2	52*
CN(C(=O)c1coc(=O)c2ccccc12)c1ccccc1Cl
  12	-3	-5	2	-5	11	-10	1.3	1
Cc1nc2nc[nH]n2c(=O)c1NS(C)(=O)=O
  1	3	3	0	8	-18	11	-0.3	2
CCOC(=O)C1(CCOc2ccccc2)CCN(Cc2cccc3c2OCO3)CC1
  -15	-15	-8	8	-6	23	-29	-1.1	-19
O=C(Nc1ccc(NC(=O)C2CC2)nc1)c1ccccc1F
  -7	-3	-4	1	2	-1	-3	-0.1	10
CC(=O)c1ccc(-c2c(C)cc3oc(=O)cc(-c4ccccc4)c3c2C)cc1
  0	-6	-2	-1	·	-10	-5	-1.3	10
CN1CCn2c1nc(N1CCCCC1)nc2=O
  0	16	0	1	9	-6	2	-0.6	27
O=C(CN1CCC(NC(=O)c2cccc(F)c2)CC1)NCc1ccccc1F
  12	21	-3	2	-1	1	7	-1.6	2
CC(C)(C)NC(=O)CCCCCCCC(=O)NC(C)(C)C
  3	4	2	1	6	5	-3	0.3	-4
COc1ccccc1NS(=O)(=O)c1ccc(C(=O)NCC(c2ccccc2OC)N(C)C)cc1 (configuration not stated)
  5	-4	-7	2	·	17	-8	3.0	-25
Cc1c(CN(C)C)c2c(n1Cc1ccccc1)C(=O)c1ccc(Br)cc1-2
  -3	20	-4	9	-3	-4	5	1.0	-20
Cc1cc(C)c(NC(=O)CSc2nnnn2-c2cccnc2)c(C)c1
  12	-13	-3	1	2	7	2	0.6	4
Nc1nonc1NC(=O)CSc1nc2ccccc2s1
  -6	8	-1	4	2	-3	2	-0.5	17
CCOC(=O)CSc1nc2c(c(=O)n(C)c(=O)n2C)n1CCCc1ccccc1
  2	-1	2	0	·	3	-2	0.0	-5
Cc1ccc(CS(=O)(=O)CCC(=O)NCCCN2CCCC2=O)cc1
  -8	4	-1	1	8	2	-5	2.5	43
O=C(c1ccc(Cl)c(S(=O)(=O)N2CCCCCC2)c1)N1CCN(c2ccccc2O)CC1
  -10	-4	4	11	3	5	-8	-1.8	1
CCC/C(O)=C1\C(=O)CC(C)(C)CC1=Nc1cccc([N+](=O)[O-])c1
  14	-9	-6	-1	2	11	-3	-0.3	-10
O=C1c2oc3ccccc3c(=O)c2C(c2ccc(O)cc2)N1c1nccs1 (configuration not stated)
  -2	3	3	1	-1	8	1	4.6	3
COc1ccccc1N1CCN(C(=O)c2n[nH]c3ccccc23)CC1
  6	-2	-1	5	1	13	-4	-0.4	-14
COc1cc2cnncc2cc1OC
  4	0	-1	0	-7	0	0	-1.1	17
CCN(CC)C(=O)CSc1nnc(CCNC(=O)OC(C)(C)C)o1
  -3	7	3	0	-2	2	2	0.2	-2
C/C=C/C(=O)OCC(=O)Nc1c(Cl)cccc1Cl
  -2	19	0	0	7	10	5	-0.6	5
C=C1C(=O)[C@@]23[C@H](O)C[C@@H]4C(C)(C)CC[C@H](O)[C@]4(C)[C@@H]2C[C@H](O)[C@@H]1[C@H]3O
  10	2	2	0	0	12	-5	-1.4	2

Molecules from the list above containing a Cl atom:
The line under a structure holds: CHRM4 antagonist	CHRM4 PAM	M5 ag	M4 ag	IDE cell inh	M5 antag	CHRM5 PAM	CRFR2-BP ag	CRFBP-R2 block
Clc1ccc(-c2cc3ccccc3nc2N2CCCC2)cc1
  -4	2	-2	-1	1	7	0	2.4	-15
Cc1cc(SCc2cccc(Cl)c2)nc(=O)[nH]1
  1	1	-3	0	5	3	2	-0.2	4
CNC(=S)N1N=C2c3ccccc3CCC2C1c1ccccc1Cl (configuration not stated)
  2	-21	0	-1	2	7	-2	-0.4	16
CCCCn1c(-c2ccc(Cl)c(Cl)c2)nc2cc3[nH]c(=O)c(C(C)C)nc3cc21
  12	0	0	1	0	6	-2	-0.4	-5
COC(=O)C1CC(Cl)CN1c1ncc(C(F)(F)F)cc1Cl (configuration not stated)
  -2	0	0	-1	-4	3	9	-2.2	52*
CN(C(=O)c1coc(=O)c2ccccc12)c1ccccc1Cl
  12	-3	-5	2	-5	11	-10	1.3	1
O=C(c1ccc(Cl)c(S(=O)(=O)N2CCCCCC2)c1)N1CCN(c2ccccc2O)CC1
  -10	-4	4	11	3	5	-8	-1.8	1
C/C=C/C(=O)OCC(=O)Nc1c(Cl)cccc1Cl
  -2	19	0	0	7	10	5	-0.6	5

Source: PubChem BioAssay
